Compound activity: PubChem, The Scripps Research Institute Molecular Screening Center
PAFAH2 inh: inhibitors of human PAFAH2; recombinant PAFAH2, FP-rhodamine activity probe, fluorescence polarization; inhibition, % at 3.39 µM; 0.99% of 340,000 active; AID 492956;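 active = inhibition above the mean over all tested compounds plus 3 SD, cut at about 30% in these data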;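 also: inhibitors block probe labeling of enzyme so polarization drops; 0% = enzyme with DMSO and 100% = wells lacking PAFAH2 protein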
PAD4 FP inh: PAD4 (human) enzyme inhibition. Q9UM07. recombinant PAD4, RCA probe fluorescence polarization. inhibition, % at 6.36 µM. 0.41% of 330,000 active. AID 485272;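 active = percent inhibition above a cutoff equal to the mean of all tested compounds plus 3 SD, cut at about 15% in these data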;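 also: 0% = PAD4 with RCA probe and DMSO and 100% = probe without PAD4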
Target sequence (Q9UM07 whole entry, looked up): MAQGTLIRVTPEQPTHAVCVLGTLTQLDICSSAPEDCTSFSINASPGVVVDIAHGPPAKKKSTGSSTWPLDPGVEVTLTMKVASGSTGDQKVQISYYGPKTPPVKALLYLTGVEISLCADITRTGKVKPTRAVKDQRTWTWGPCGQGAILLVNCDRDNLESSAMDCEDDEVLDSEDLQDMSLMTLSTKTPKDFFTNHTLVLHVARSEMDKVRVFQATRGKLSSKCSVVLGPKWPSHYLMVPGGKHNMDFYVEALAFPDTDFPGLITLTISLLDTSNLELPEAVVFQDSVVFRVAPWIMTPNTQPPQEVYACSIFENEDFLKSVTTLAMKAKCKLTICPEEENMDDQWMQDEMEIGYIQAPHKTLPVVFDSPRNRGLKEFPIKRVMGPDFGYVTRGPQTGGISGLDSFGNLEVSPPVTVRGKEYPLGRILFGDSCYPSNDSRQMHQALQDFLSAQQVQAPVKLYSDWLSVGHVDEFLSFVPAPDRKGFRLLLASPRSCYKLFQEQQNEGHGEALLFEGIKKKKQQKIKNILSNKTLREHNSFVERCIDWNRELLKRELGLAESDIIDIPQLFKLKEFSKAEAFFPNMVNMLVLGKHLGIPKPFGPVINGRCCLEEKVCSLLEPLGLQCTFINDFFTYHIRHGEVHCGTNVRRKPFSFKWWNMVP
PAFAH1B3 FP inh: PAFAH1B3 (human) inhibition; recombinant PAFAH1B3, FP-rhodamine probe, fluorescence polarization; AID 492972; Q15102; inhibition, % at 3.39 µM; 0.28% of 340,000 active;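 active = inhibition above the screen-wide average of all tested compounds plus 3 SD, cut at about 25% in these data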;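 also: 0% = enzyme with DMSO only and 100% = wells lacking PAFAH1B3 protein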
Target sequence (Q15102 whole entry, looked up): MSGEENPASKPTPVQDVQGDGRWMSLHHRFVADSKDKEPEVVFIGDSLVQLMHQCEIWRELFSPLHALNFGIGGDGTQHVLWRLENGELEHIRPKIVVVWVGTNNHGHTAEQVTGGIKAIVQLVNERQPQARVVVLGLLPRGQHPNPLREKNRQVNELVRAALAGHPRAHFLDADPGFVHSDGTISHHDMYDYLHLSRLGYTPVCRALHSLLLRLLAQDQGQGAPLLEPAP
* marks the source's active call; other numbers are inactive results.

Below each compound – PAFAH2 inh, PAD4 FP inh, PAFAH1B3 FP inh
- CCOC(=O)C1=CN(Cc2cccc(Br)c2)S(=O)(=O)N(CC)C1C (configuration not stated)
    0.1, 1.1, 5.2
- COCCCNC(=O)C[C@H]1C[C@H](C(=O)N2CCOCC2)[C@@]2(C)c3[nH]c4ccc(Cl)cc4c3CCN2C1=O
    -7.2, -5.7, 8.4
- CC(C)[C@@H](CO)N(C)S(=O)(=O)c1ccccc1Br
    -1.4, 3.2, 5.5
- Nc1ccccc1C(=O)N1O[C@@H]2C=C[C@H]1CC2
    4.0, -1.8, 6.4
- COc1cc2c(cc1OC)[C@@H](NC(=O)Cc1ccc(F)cc1)[C@H](OCc1ccccc1)C2
    -1.7, 7.5, 4.2
- Cc1ccc(NC(=O)c2ncn(CC(=O)N3CCN(c4ccccn4)CC3)n2)cc1C
    -2.5, 2.5, 1.5
- Cc1ccc(NC(=O)Cn2cnc(C(=O)Nc3ccc(C)c(C)c3)n2)cc1C
    -4.0, -2.0, 7.3
- Cc1ccc(S(=O)(=O)N2C[C@@H]3c4ccccc4N(S(=O)(=O)c4ccc(C)cc4)[C@@H]3[C@@H](C)C2CC(=O)c2ccccc2)cc1 (some centres not stated)
    -5.6, -7.9, -1.3
- O=C(COc1ccccc1)N[C@@H]1c2ccccc2CC[C@H]1OCc1ccccc1
    3.9, -3.9, -1.5
- COc1cc(C2CC(=O)Oc3ccc(C(C)(C)C)cc32)cc(OC)c1OC (configuration not stated)
    1.9, 2.2, 4.1
- CC[C@]12c3[nH]c4ccc(OC)cc4c3CCN1C(=O)C(CC(=O)NCCCN(C)C)C[C@@H]2C(=O)N1CCN(C(=O)C2CC2)CC1 (some centres not stated)
    -2.8, -1.6, 5.5
- COc1ccc2[nH]c3c(c2c1)CCN1C(=O)C(CC(=O)NCCCn2ccnc2)C[C@H](C(=O)N(C(C)C)C(C)C)[C@@]31C (some centres not stated)
    1.3, 2.3, -0.9
- CC1=CN(S(=O)(=O)c2ccc(C)cc2)C[C@@H]2[C@H]3CC[C@H](C3)[C@H]12
    9.2, -8.0, 5.5
- CN(C)C(=O)CCc1ccc2c3c([nH]c2c1)[C@]1(C)[C@@H](C(=O)N2CCCCC2)C[C@H](CC(=O)NCCN2CCOCC2)C(=O)N1CC3
    0.7, -8.3, 7.7
- O=C1c2ccccc2[C@@H]2C[C@H](NC34CC5CC(CC(C5)C3)C4)[C@@H](O)CCN12
    1.9, 4.3, 9.2
- Cc1cccc(C2=NN(c3ccccc3)[C@@H](C(=O)N3CCOC3=O)[C@@H]2c2ccc(F)cc2)c1
    -2.4, -1.4, 6.3
- CC[C@]12c3[nH]c4cc(CCC(=O)N(C)C)ccc4c3CCN1C(=O)[C@@H](CC(=O)NCc1ccco1)C[C@@H]2C(=O)N1CCN(C(=O)C2CC2)CC1
    -0.5, -4.0, 5.9
- CCOC(=O)C1=CN(Cc2ccco2)S(=O)(=O)N(C)C1c1ccc2ccccc2c1 (configuration not stated)
    -0.5, -3.9, 6.8
- COc1cc2c(cc1OC)[C@@H](NC(=O)C(C)C)[C@H](OCc1ccccc1)C2
    1.7, 2.9, 5.5
- C[C@]12c3[nH]c4ccc(Cl)cc4c3CCN1C(=O)[C@@H](CC(=O)NCCN1CCOCC1)C[C@@H]2C(=O)N1CCOCC1
    -0.7, -5.5, 4.7
- O=C(c1ccccc1NS(=O)(=O)c1ccc([N+](=O)[O-])cc1[N+](=O)[O-])N1O[C@@H]2C=C[C@H]1C2
    15.3, 3.0, 0.1
- COC(=O)[C@@]1(Cc2ccccc2)[C@H]2C(=O)N(C)C(=O)[C@H]2[C@H]2CN=C(SCC(=O)c3ccccc3)N21
    10.0, 4.0, 8.6
- CC(C)C(=O)N[C@@H]1c2ccccc2CC[C@H]1OCc1ccccc1
    5.3, -5.7, 0.1
- C=C1c2ccccc2O[C@H](C(=O)OCC)[C@H]1OC
    -0.2, 1.1, 13.2
- COc1cc(O)c(C(=O)O)c(CCc2ccccc2)c1
    4.0, 0.9, 7.3
- CC(=O)c1ccc(-c2c(C)cc3oc(=O)cc(-c4ccccc4)c3c2C)cc1
    -1.3, 6.5, 1.2
- O=C1C[C@@H]2CCN3C(=O)CCC[C@@H]([C@H]23)[C@@H]1Cc1ccccc1
    2.4, 0.1, 6.9
- COC(=O)[C@H]1C[C@H](O)CN1S(=O)(=O)c1ccc(Br)cc1F
    -6.2, -0.9, 5.0
- COc1cc(OC)c2c(-c3cccc(-c4ccc(C(C)=O)cc4)c3)cc(=O)oc2c1
    -1.1, 1.3, 4.4
- Cc1ccc(C)c(N2CCN(C(=O)CCc3nc(-c4ccccc4Cl)no3)CC2)c1
    -2.8, 3.5, 6.9
- Cn1cc(S(=O)(=O)NC[C@H]2O[C@@H](n3cnc4c(N)ncnc43)[C@H](O)[C@@H]2O)cn1
    -7.1, -5.6, 6.4
- CN(C)CCCNC(=O)C[C@H]1C[C@H](C(=O)N2CCCCC2)[C@@]2(CCc3ccccc3)c3[nH]c4cc(-c5ccco5)ccc4c3CCN2C1=O
    -8.5, -4.4, 11.6
- COc1cc2c(cc1OC)[C@@H](NC(=O)C(C)C)[C@H](O)C2
    -1.4, -6.3, 4.0
- CC[C@]12c3[nH]c4ccc(Cl)cc4c3CCN1C(=O)[C@@H](CC(=O)NCc1ccco1)C[C@@H]2C(=O)N1CCN(C(=O)c2ccco2)CC1
    -4.3, 5.4, 1.4
- CC(C)(C)c1ccc2c(c1)C(c1ccc3c(c1)OCO3)CC(=O)O2 (configuration not stated)
    -1.3, 1.7, 1.4
- COC(=O)[C@H](C(C)C)N(Cc1ccccc1)S(=O)(=O)CCN1CCCC1
    -0.6, 1.8, 4.8
- COc1ccc2[nH]c3c(c2c1)CCN1C(=O)C(CC(=O)NCc2cccc(C(F)(F)F)c2)C[C@H](C(=O)N2CCCCC2)[C@@]31C (some centres not stated)
    8.0, 0.6, 8.2
- O=C(Cn1cnc2c(NCc3ccccc3)ncnc21)NCc1ccccn1
    6.6, 1.9, 4.4
- COc1cc(OC)c2c(-c3cccc(-c4ccc(F)c(Cl)c4)c3)cc(=O)oc2c1
    -8.9, -0.7, 2.4
- CC[C@]1(C(=O)OC)[C@H]2C(=O)N(Cc3ccccc3)C(=O)[C@H]2[C@H]2CN(C)C(=NCc3ccccc3)N21
    0.1, -6.4, 4.3
- O=c1c2ccccc2oc2c1ccc1ccccc12
    -1.2, -1.3, 7.8
- COC(=O)[C@@]1(C)[C@H]2C(=O)N(Cc3ccccc3)C(=O)[C@H]2[C@H]2CN=C(SC)N21
    -0.9, 3.6, 3.4
- COc1ccc2[nH]c3c(c2c1)CCN1C(=O)C(CC(=O)NCCCn2ccnc2)C[C@H](C(=O)N2CCOCC2)[C@@]31CCC1CCCC1 (some centres not stated)
    -2.3, 4.6, 6.1
- COc1ccc(C2CC(=O)Oc3cc(C)c(Cl)c(C)c32)cc1 (configuration not stated)
    1.7, -5.9, 7.0
- O=C1[C@@H](Oc2ccccc2)[C@@H](c2ccncc2)N1c1ccncc1
    -3.1, 0.5, 6.0

Reprinted at random: 4 records from the list, in no set order.
Below each compound – PAFAH2 inh, PAD4 FP inh, PAFAH1B3 FP inh
- COc1cc(OC)c2c(-c3cccc(-c4ccc(F)c(Cl)c4)c3)cc(=O)oc2c1
    -8.9, -0.7, 2.4
- CC[C@]12c3[nH]c4ccc(Cl)cc4c3CCN1C(=O)[C@@H](CC(=O)NCc1ccco1)C[C@@H]2C(=O)N1CCN(C(=O)c2ccco2)CC1
    -4.3, 5.4, 1.4
- COc1ccc2[nH]c3c(c2c1)CCN1C(=O)C(CC(=O)NCCCn2ccnc2)C[C@H](C(=O)N2CCOCC2)[C@@]31CCC1CCCC1 (some centres not stated)
    -2.3, 4.6, 6.1
- COC(=O)[C@@]1(C)[C@H]2C(=O)N(Cc3ccccc3)C(=O)[C@H]2[C@H]2CN=C(SC)N21
    -0.9, 3.6, 3.4

New compounds follow:
Below each compound – PAFAH2 inh, PAD4 FP inh, PAFAH1B3 FP inh
- CC(O)c1cccc(-c2ccc(CN3C[C@]4(CO)O[C@@H](CO)C[C@@H]4S3(=O)=O)cc2)c1 (some centres not stated)
    -5.5, 4.7, 11.1
- CN(C)CCCNC(=O)C[C@H]1C[C@H](C(=O)N2CCOCC2)[C@@]2(CCC3CCCC3)c3[nH]c4cc(CCC(=O)N(C)C)ccc4c3CCN2C1=O
    -1.2, -4.1, 1.8
- CN(C)CCCNC(=O)C[C@H]1C[C@H](C(=O)N2CCCCC2)[C@@]2(CCc3ccccc3)c3[nH]c4cc(CCC(=O)N(C)C)ccc4c3CCN2C1=O
    -1.8, 3.1, 1.9
- COC(=O)[C@@]1(C)[C@H]2C(=O)N(C)C(=O)[C@H]2[C@H]2CN=C(SCC(=O)c3ccccc3)N21
    2.9, -0.9, 11.0
- O=c1oc2ccccc2c2c1ccc1ccccc12
    5.5, -0.9, 11.8
- CCN1C[C@@H]2[C@@H]3C(=O)N(C)C(=O)[C@@H]3[C@](C)(C(=O)OC)N2C1=NC
    -3.8, 1.6, 4.0
- Cc1cccc(C2=NN(c3ccccc3)[C@@H](C(=O)N3CCOC3=O)[C@@H]2C)c1
    0.4, 0.5, 9.5
- CC1=CN(S(=O)(=O)c2ccc(C)cc2)C[C@@H]2c3ccccc3N(S(=O)(=O)c3ccc(C)cc3)[C@H]12
    -4.1, 4.8, 1.5
- Cc1ccc(C)c(N2CCN(C(=O)CCc3nc(-c4ccccc4F)no3)CC2)c1
    5.5, 1.9, 4.3
- Cc1ccc(S(=O)(=O)N2C[C@@H]3[C@H]4CC[C@H](C4)[C@@H]3[C@@H](C)[C@@H]2C2CCCCC2=O)cc1 (some centres not stated)
    1.9, -1.6, 2.9
- O=C1CS(=O)(=O)N(Cc2ccccc2F)c2ccc(Br)cc21
    -1.7, -2.5, -1.6
- COc1ccc(CN2c3c(Br)cccc3C(=O)CS2(=O)=O)cc1
    -6.9, -9.3, -3.7
- CCN1C[C@@H]2[C@@H]3C(=O)N(C)C(=O)[C@@H]3[C@](Cc3ccccc3)(C(=O)OC)N2C1=NC1CCCCC1
    -3.7, -1.5, 6.3
- O=C(N[C@@H](CCC/[N+]([O-])=C/c1ccccc1)C(=O)O)OCc1ccccc1
    4.2, 0.9, 5.6
- CCOC(=O)C1C(C(=O)OC)=C(c2ccc(OC)cc2)c2ccc(OC)cc2N1S(=O)(=O)C(F)(F)F (configuration not stated)
    -0.1, -7.2, 8.4
- CCOC(=O)C1=C(C)c2ccccc2OC1C(=O)OCC (configuration not stated)
    1.9, -1.7, 7.3
- CC(C)(C)OC(=O)N1O[C@H]2CC1[C@@H]1[C@@H]2N=NN1CCc1ccncc1
    -4.2, -1.2, 8.6
- COCCCNC(=O)CC1C[C@H](C(=O)N2CCCCC2)[C@@]2(C)c3[nH]c4ccc(OC)cc4c3CCN2C1=O (some centres not stated)
    -1.1, -5.0, 1.0
- COc1ccc2[nH]c3c(c2c1)CCN1C(=O)C(CC(=O)NCc2ccco2)C[C@H](C(=O)N2CCOCC2)[C@@]31CCC1CCCC1 (some centres not stated)
    -2.1, 3.1, 5.6
- CCOC(=O)C1=CN(CC)S(=O)(=O)NC1c1ccc(F)c(Cl)c1 (configuration not stated)
    0.2, -0.8, 2.0
- CCN1C[C@@H]2[C@@H]3C(=O)N(Cc4ccccc4)C(=O)[C@@H]3[C@](CC)(C(=O)OC)N2C1=NC
    2.2, 2.5, 5.2
- Cc1cccc(C2=NN(c3ccccc3)[C@H](CO)[C@H]2c2ccc(F)cc2)c1
    2.1, -3.5, 11.6
- Cc1ccc(C)c(N2CCN(C(=O)CCc3nc(-c4ccccc4C(F)(F)F)no3)CC2)c1
    2.7, -0.1, 6.3
- COc1ccc(CN(C)C(=O)Cn2cnc(C(=O)Nc3ccc(C)c(C)c3)n2)cc1OC
    2.2, 2.3, 1.6
- CC[C@]12c3[nH]c4cc(-c5ccco5)ccc4c3CCN1C(=O)[C@@H](CC(=O)NC(C)(C)C)C[C@@H]2C(=O)N1CCN(C(=O)c2ccco2)CC1
    1.4, -3.1, 7.3
- Cc1cccc(C2=NN(c3ccccc3)[C@H](CO)[C@H]2c2ccc(Cl)cc2)c1
    -3.1, -3.9, 8.6

Profiles, looked up by structure:
CC1=CN(S(=O)(=O)c2ccc(C)cc2)C[C@@H]2[C@H]3CC[C@H](C3)[C@H]12 in the list: PAFAH2 inh: 9.2; PAD4 FP inh: -8.0; PAFAH1B3 FP inh: 5.5
COc1cc(OC)c2c(-c3cccc(-c4ccc(C(C)=O)cc4)c3)cc(=O)oc2c1 in the list: PAFAH2 inh: -1.1; PAD4 FP inh: 1.3; PAFAH1B3 FP inh: 4.4

The list is partial. The share of hits here may be higher or lower than overall.
